mcGAS lum: inhibitors of mouse cGAS; inhibition, % at 12.5 µM; recombinant cGAS, Kinase-Glo ATP depletion luminescence; actives 0.15% (n = 160,000); AID 1259399;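 also: 0% = negative control wells and 100% = reference inhibitor with no enzyme activity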
NPYLR7 ag: mosquito NPYLR7 agonism; HEK293T NPYLR7/Galpha15, GCaMP6s calcium fluorescence; activation, % at 10 µM; actives 0.15% (n = 270,000); AID 1259423; in the data active = activation above about 40%;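 also: 0% = vehicle and 100% = reference agonist at the receptor; some compounds past the cut are filed as inactive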
hcGAS lum: blocks human cGAS activity. inhibition, % at 12.5 µM. Q8N884. actives 0.081% (n = 290,000). recombinant h-cGAS, ATP depletion, Kinase-Glo luminescence;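 also: 0% = vehicle reaction and 100% = reaction without DNA for no activity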
Target sequence (Q8N884 whole entry, looked up): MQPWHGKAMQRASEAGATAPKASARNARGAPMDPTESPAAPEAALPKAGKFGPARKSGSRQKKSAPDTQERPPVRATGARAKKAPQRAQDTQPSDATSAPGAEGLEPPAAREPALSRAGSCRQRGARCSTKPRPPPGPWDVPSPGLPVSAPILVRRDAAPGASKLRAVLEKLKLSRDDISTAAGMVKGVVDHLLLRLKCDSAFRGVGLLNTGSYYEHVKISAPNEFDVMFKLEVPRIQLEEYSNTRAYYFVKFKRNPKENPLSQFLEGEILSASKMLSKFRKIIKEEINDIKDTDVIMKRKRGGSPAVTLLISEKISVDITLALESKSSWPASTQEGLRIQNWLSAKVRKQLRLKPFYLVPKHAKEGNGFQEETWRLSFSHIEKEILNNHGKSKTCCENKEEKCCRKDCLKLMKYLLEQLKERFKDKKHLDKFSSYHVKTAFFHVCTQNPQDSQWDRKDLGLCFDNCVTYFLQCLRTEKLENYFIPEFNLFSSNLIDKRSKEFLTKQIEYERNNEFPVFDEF
Numbers without * were called inactive; . = no result given; & = joins results of further samples. Rule as the data show it, unless noted: active = inhibition above about 40%; inactive = the rest. Outcome played no part in choosing rows. About 0.29% of those tested had a hit in this group.

item	mol	mcGAS lum	NPYLR7 ag	hcGAS lum
1	COc1cc(F)ccc1-c1c(-c2ccccc2)ncn1CCCO	-14	16	-4
2	CC(C)(C)SCCS(=O)(=O)CCSC(C)(C)C	0	-5	2
3	COc1ccccc1C(C)SCc1cnc(C)cn1 (stereo unspecified)	.	6	-8
4	CCC1CCCCN1C(=O)Nc1cccc2ccccc12 (stereo unspecified)	-9	-1	-7
5	Cc1ccc(OCCOCCOc2ccc(/C=N\n3cnnc3)cc2)cc1C	-7	-2	-6
6	O=C(NC1CCS(=O)(=O)c2ccccc21)c1cccs1 (stereo unspecified)	-7	12	-14
7	CCNC(=O)CN1CCCN(C(=O)CSc2ccc(Cl)cc2)CC1	.	13	-2
8	O=C(COc1cccnc1)N1CCCCC1CCn1cccn1 (stereo unspecified)	.	0	-5
9	C=c1[nH]/c(=C(/C)c2ccc(Cl)cc2)c(=O)o1	.	3	-6
10	COc1ccc(-c2cccc(-c3ccc(NC(=O)c4ccc(C(F)(F)F)nc4C)cc3)n2)cc1	-3	17	-3
11	Cc1csc(NC(=O)c2cn(CC3CCCO3)cc3c(=O)n(-c4ccccc4)nc2-3)n1 (stereo unspecified)	-8	18	-3
12	O=C(NCc1cccnc1)C1COC2(CCN(C(=O)Cc3ccccc3)CC2)N1C(=O)c1ccc(F)cc1 (stereo unspecified)	-7	20	-8

More entries.
item	mol	mcGAS lum	NPYLR7 ag	hcGAS lum
13	Cc1ccc(CN(CC(O)COCc2ccccc2)CC2CCCO2)o1 (stereo unspecified)	-5	20	-3
14	COc1ccc2[nH]c(CNC(=O)C3CC(=O)N(CC(C)C)C3)cc2c1 (stereo unspecified)	-16	4	-7
15	CCc1c(C)nc(-c2cccc(C(F)(F)F)c2)nc1N1CCN(C(=O)CCc2ccccc2)CC1	-4	15	-8
16	CSCCNC(=O)C1(C)CCN1C(=O)CC(c1ccccc1)c1ccccc1 (stereo unspecified)	-6	4	-9
17	COc1ccc(-c2n[nH]c(=S)o2)cc1OC	12	5	6
18	Cc1cc(C(=O)CSc2nncn2C)c(C)n1Cc1cccs1	-6	3	-9
19	CCN(CC)c1ccc(CN(Cc2ccco2)C(=O)CC(C)(C)C)c(OS(C)(=O)=O)c1	-6	-12	-3
20	CCCc1c(C)nc2c(-c3ccccc3)c(C)[nH]n2c1=O	.	-3	-10
21	Cc1cccc(NC(=O)N2CCSC2c2cccs2)c1C (stereo unspecified)	-6	10	-11
22	CC(=O)CCc1oc2c(Br)cc(Br)cc2c1-c1ccc(C)o1	-6	-4	-5
23	CN(C)CCCN(C(=O)c1ccc(F)cc1)c1nc2ccc(Cl)cc2s1	-5	-2	0
24	CCCC(O)CN(Cc1ccccc1)Cc1nc2scc(-c3cccc(Cl)c3)c2c(=O)[nH]1 (stereo unspecified)	4	10	-5

(next part)
item	mol	mcGAS lum	NPYLR7 ag	hcGAS lum
25	CCn1ncnc1CN1CCC(CNC(=O)c2cccc(C)n2)C1 (stereo unspecified)	-19	8	-4
26	CCc1nccn1CCNC(=O)c1cccc(C2CCNC2)c1 (stereo unspecified)	.	1	5
27	Cc1ccc(C(C)N(C)C(=O)C2CCN(c3ccc(F)cc3)C2=O)s1 (stereo unspecified)	-16	-11	-9
28	CC(C)CCN(Cc1c(-c2ccccc2)noc1N1CCN(C)CC1)C(=O)C1CCCC1	-1	-1	2
29	FC(F)Oc1ccccc1CNc1cc(-c2ccccc2)nc2ncnn12	-5	.	-2
30	CC(=O)N1CCC(C(=O)NC(c2ccc(F)cc2)c2cccs2)CC1 (stereo unspecified)	.	7	-16
31	COCCN(Cc1cccc(OC)c1)CC(O)COc1ccc(Cl)cc1 (stereo unspecified)	-3	-5	-1
32	CCn1ncnc1CN1CCC(Cc2nn(C)c(=O)n2CC)CC1	.	5	-3
33	CCOC(=O)C1=C(NC(=O)Cc2ccccc2)c2ccccc2CC1(CC)CC	-7	-9	-7
34	COc1ccc(OCC(O)CN2CCC(=O)N(C3CC3)Cc3ccccc32)cc1 (stereo unspecified)	-5	26	-1
35	CC(C(=O)Nc1cccc(Cl)c1Cl)N1CCN(C(=O)c2cccs2)CC1 (stereo unspecified)	-6	-6	-3
36	O=C(Nn1c(O)c(C=C2C=Nc3ccccc32)sc1=S)c1cccc(O)c1	16	10	-1

In a second layout: entries from further up.
(5) Cc1ccc(OCCOCCOc2ccc(/C=N\n3cnnc3)cc2)cc1C
  mcGAS lum: -7; NPYLR7 ag: -2; hcGAS lum: -6

(6) O=C(NC1CCS(=O)(=O)c2ccccc21)c1cccs1 (stereo unspecified)
  mcGAS lum: -7; NPYLR7 ag: 12; hcGAS lum: -14

(7) CCNC(=O)CN1CCCN(C(=O)CSc2ccc(Cl)cc2)CC1
  mcGAS lum: .; NPYLR7 ag: 13; hcGAS lum: -2

(8) O=C(COc1cccnc1)N1CCCCC1CCn1cccn1 (stereo unspecified)
  mcGAS lum: .; NPYLR7 ag: 0; hcGAS lum: -5

The results go on.
item	mol	mcGAS lum	NPYLR7 ag	hcGAS lum
37	CN1CCc2cc(C(CNC(=O)c3ccc(-c4ccccc4)cc3)N3CCOCC3)ccc21 (stereo unspecified)	.	4	-5
38	Cc1c(C(=O)NC2CCCC2)sc(=O)n1Cc1cccc(C(F)(F)F)c1	.	0	-10
39	Cc1ccccc1C1CN(CC(C)O)CC1CN(C(=O)c1ccc(F)cc1)C(C)C (stereo unspecified)	-5	.	-5
40	O=C(CN1CCN(c2nc(CCc3ccccc3)nc3sc4c(c23)CCCC4)CC1)N1CCCC1	-6	-2	-8
41	CC(Cc1ccc(Br)cc1)NC(=O)Cn1[nH]c(=O)c2ccccc2c1=O (stereo unspecified)	.	3	-5
42	COCCn1c(SCC(=O)N2CCCC2)nc2c([nH]c3ccccc32)c1=O	-7	-3	2
43	CN(CC(=O)Nc1sc2c(c1C(N)=O)CCCC2)C1CCCCC1	.	-2	-5
44	COc1ccc(S(=O)(=O)N2CCN(C(C)C(=O)NC34CC5CC(CC(C5)C3)C4)CC2)cc1 (stereo unspecified)	.	7	-8
45	N#Cc1ccccc1S(=O)(=O)N1CCN(C(=O)C2=Cc3ccccc3OC2)CC1	-8	0	-5
46	N#CC1C(=N)SC(=N)C(C#N)C1c1cccc(F)c1 (stereo unspecified)	45*	97*	54*
47	Cc1cc(OCC(O)CNC2CCSCC2)ccc1Cl (stereo unspecified)	.	2	-5
48	O=S(=O)(c1ccc(F)c(F)c1)N1CCN(Cc2nc(-c3cccc(Br)c3)no2)CC1	-8	-4	-6

Entries of single compounds from above:
Profile of Cc1cc(OCC(O)CNC2CCSCC2)ccc1Cl (stereo unspecified) = mcGAS lum: .; NPYLR7 ag: 2; hcGAS lum: -5
Profile of CN1CCc2cc(C(CNC(=O)c3ccc(-c4ccccc4)cc3)N3CCOCC3)ccc21 (stereo unspecified) = mcGAS lum: .; NPYLR7 ag: 4; hcGAS lum: -5

(next part)
Second line of a record: mcGAS lum, NPYLR7 ag, hcGAS lum
[49] CSc1ncc(CN2CCC(CO)(CC3CCCCO3)CC2)cn1 (stereo unspecified)
→ ., 15, -8
[50] CC(=O)c1cccc(NC(=O)COC(=O)c2cc(Br)c[nH]2)c1
→ -8, 3, -2
[51] NC1=NC2(CCCC2)N=C(Nc2ccc(F)cc2)N1
→ -2, 7, 0
[52] O=C(Nc1cccnc1-c1cccc(O)c1)C1CC1
→ ., -2, -4
[53] CSc1nnc2c(n1)OC(c1ccccc1O)Nc1ccccc1-2 (stereo unspecified)
→ -4, 1, -2
[54] Cc1ccccc1-c1n[nH]c(=S)n1C1CCCCC1
→ ., -7, -6
[55] O=C(CSCc1cc(=O)n2cc(Cl)ccc2n1)NCc1cccs1
→ -5, -2, -2
[56] CCOC1CC1C(=O)N1CCCCCC1CC(=O)c1ccco1 (stereo unspecified)
→ ., -1, -9
[57] CNc1cnc(-c2ccc(C(=O)N3CCOCC3)cc2)cn1
→ ., 3, -20
[58] COCC(=O)N1CCc2ccccc2C1c1ccc(Cl)cc1 (stereo unspecified)
→ -6, -5, -3
[59] O=C(O)c1c[nH]c2ccc(Br)cc12
→ ., 1, -7
[60] CCCCCOC(=O)c1ccc(N2C(=O)C3C4C=CC(C4)C3C2=O)cc1 (stereo unspecified)
→ -4, 11, 0
[61] Cc1csc(NC(=O)CCc2c(C)nn(-c3nc(C)c(C)c(=O)[nH]3)c2C)n1
→ ., 5, -8
[62] CC(=O)Nc1ccc(S(=O)(=O)N2CCC(CCc3ccccc3)CC2)cc1
→ -6, 0, -3
[63] CCc1ccc(C(=O)N(Cc2cccc(OS(=O)(=O)c3ccc(F)cc3)c2)C(C)C)cc1
→ -4, -1, -7
[64] C=CCN1CC(C(=O)NCCN2Cc3ccccc3OC(c3ccsc3)C2)CC1=O (stereo unspecified)
→ -11, 26, -8
[65] O=C(NCc1ccc(-c2ccccc2)cc1)c1cc2n(n1)CCN(Cc1ccccc1F)C2=O
→ -5, 16, -2
[66] CCn1cc(CN(C)C(C)C(=O)N(C)C)cn1 (stereo unspecified)
→ ., -3, 0
[67] O=C1N=C(N2CCCCC2)SC1=Cc1cccc([N+](=O)[O-])c1
→ 2, -5, 1
[68] [O-][n+]1c(-c2ccc(Br)cc2)nc2ccc(Br)cn21
→ -7, -7, -5
[69] O=C(NC1CC(=O)N(C2CCCCCC2)C1)c1ccccc1-c1ncc[nH]1 (stereo unspecified)
→ ., 12, -6
[70] CCc1nc2ccc(C(=O)NCCOc3ccc(OC)cc3)cn2c1N(CC)Cc1cccc(Br)c1
→ -3, 15, -7
[71] OCCC1CN(C/C=C/c2ccccc2)CCN1Cc1ccccc1F (stereo unspecified)
→ ., 3, -2
[72] CN(CCCc1cnn(C)c1)C(=O)C(O)C(F)(F)F (stereo unspecified)
→ ., 3, -6
[73] CC1C(=O)N(c2ccc([N+](=O)[O-])cc2)CCN1C(=O)C1CCCC1 (stereo unspecified)
→ ., -2, -5
[74] C=C(C)CN1C(=O)NC(C)(c2ccc(OC(F)F)cc2)C1=O (stereo unspecified)
→ ., 0, 1
[75] COc1ccc(N2C(=O)CC(NCc3ccco3)C2=O)cc1 (stereo unspecified)
→ 0, -12, 3
[76] COc1nn(C)cc1C(=O)NCCCc1ccccc1
→ ., 1, -2
[77] Cc1cc(C)c(C(=O)CNC(=O)CSc2nc3ccccc3s2)c(C)c1
→ -4, 1, -3
[78] O=C(Nc1cccc(-n2cccn2)c1)C1CCCN1C(=O)c1ccco1 (stereo unspecified)
→ ., 2, -11

Next records.
Second line of a record: mcGAS lum, NPYLR7 ag, hcGAS lum
[79] CNS(=O)(=O)c1ccc(Cl)c(S(=O)(=O)NC)c1
→ ., -1, -8
[80] Cc1cccc(C2c3[nH]c4ccccc4c3CCN2C(=O)Cn2cc3ccccc3n2)c1 (stereo unspecified)
→ -6, 1, -3
[81] OCc1cc(-c2cccc(N3CCNCC3)n2)ccc1F
→ ., 2, -1
[82] O=C(c1ccccc1)N1CC[C@@]2(C1)[C@@H](O)CN(c1ccccc1)S2(=O)=O
→ -3, 8, 0
[83] COc1cc(-c2cc(C(=O)NC(Cc3ccccc3)c3ccccc3)c3ccccc3n2)cc(OC)c1OC (stereo unspecified)
→ -8, 27, -5
[84] CC(C)Cc1nc(N2CCN(C(=O)C3CC3)CC2)c2c(-c3cccc(Oc4ccccc4)c3)noc2n1
→ 1, 2, 5
[85] O=C(CCc1ccc2c(c1)OCO2)Nc1ccc(OC(F)F)c(Cl)c1
→ ., 10, -7
[86] CC(C)(NCc1cccc(C#N)c1)c1ccc2c(c1)OCO2
→ ., -6, -3
[87] N#CC1(C#N)C(c2ccnnc2)C(C(=O)c2ccccc2)N2c3ccccc3C=CC21 (stereo unspecified)
→ 13, 7, -7
[88] COc1ccc(S(=O)(=O)N(C)CCC=C2c3ccccc3CCc3ccccc32)cc1
→ 1, -7, -2
[89] CC(C)(C)P(=NC(=S)NN=Cc1cccs1)(N1CCOCC1)N1CCOCC1
→ -4, 4, -7
[90] CC(C)CCN(Cc1c(-c2ccc(F)cc2)noc1N1CCN(C)CC1)C(=O)c1cccs1
→ -6, 1, -4
[91] CCOC(=O)C1CCN(C(=O)c2ccc(-n3nc(-c4ccc(Cl)cc4)cc3N)cc2)CC1
→ -3, -9, -5
[92] CN1CCCc2cc(C(CNC(=O)c3ccco3)N3CCCCC3)ccc21 (stereo unspecified)
→ ., 5, 3
[93] N#Cc1ccccc1S(=O)(=O)N1CCCC1Cc1ccccc1 (stereo unspecified)
→ ., 6, -9
[94] S=C(N=P(c1ccccc1)(N1CCOCC1)N1CCOCC1)N1CCCCCC1
→ ., -5, -1
[95] FC(F)(F)c1cc(-c2ccccc2)n2ncnc2n1
→ ., 23, 2
[96] O=S(=O)(NCCOc1ccc2nnc(-c3ccccc3)n2n1)c1cccs1
→ -7, -3, -4
[97] COc1ccc(Nc2nc(COC(=O)C3CC4CCCC(C3)C4=O)cs2)cc1 (stereo unspecified)
→ ., 4, -7
[98] CNC(=O)c1cc(=O)c(OCc2ccc(F)cc2)cn1C
→ ., 2, -17
[99] CN(Cc1cccc(Cl)c1)Cc1nc2scc(-c3ccccc3)c2c(=O)[nH]1
→ ., 9, -5
[100] COCc1nc(N(C)CCSc2ccccc2)c2cnn(C)c2n1
→ ., 7, -6
[101] CCOC(=O)N1CCC(NC(=O)C2CCC(=O)N(CCc3ccccn3)C2)CC1 (stereo unspecified)
→ 1, 6&-4, -5&3
[102] Cc1cccc(-c2csc3c(=O)[nH]c(N4CCC(C(=O)NCc5ccccc5F)CC4)nc23)c1
→ ., -11, 1
[103] CCOC(=O)c1cc(-c2cccc(NC(=O)COC)c2)n(-c2ccc(F)cc2)n1
→ -5, 27, -7
[104] Cc1ncc2c(n1)CN(Cc1nnc(C3CC3)o1)CC2
→ ., 2, -6
[105] O=S(=O)(c1ccc(Cl)cc1)N1CCCC(OCc2cc(F)ccc2F)C1 (stereo unspecified)
→ ., -5, -1

Source: PubChem BioAssay (Fisher Drug Discovery Resource Center)
